Yfh1-off respiration = enhancers of respiration in Yfh1-depleted yeast, dose response, Friedreich's ataxia, plus single-dose screen (AID 1465). 0.074% of 220,000 active. S. cerevisiae Yfh1-off respiration, WST-1 reduction, 72 h; higher fold induction means a stronger effect. fold induction at 50 µM; hits with a dose series show EC50 in µM;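 active means fold induction of absorbance versus untreated yeast above a set limit, then at least 30% activation at any dose in follow-up; inconclusive means repeats straddling the limit, or above it without dose testing; inactive means fold induction below the set limit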;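 further: activators that raise dye reduction in frataxin-depleted yeast; strong numbers were not always called active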
KOR beta-arrestin-1 = kappa opioid receptor blockers – cell-based, luminescence, uHTS (AID 1778); 0.091% of 290,000 active; inhibition, % at 10 µM, or IC50 in µM where a hit was titrated; KOR beta-arrestin recruitment, luminescence, antagonist mode; higher % means a stronger effect; further: strong numbers were not always called active
West Nile antiviral = West Nile virus antiviral activity, cell-based, CPE readout (AID 1621) | West Nile virus-infected cells, CPE inhibition; higher % means a stronger effect | one-dose CPE inhibition, % at 10 µM; IC50 in µM for titrated hits | 0.02% of 290,000 active; in the data active means a potency from the dose series; inconclusive means CPE inhibition mostly from about 3.7% at the one dose, without a potency; inactive means the rest, 99 in 100 with CPE inhibition below about 2.2%; further: strong numbers were not always called active
HIV peptide binding = inhibitors of HIV fusion peptide binding, primary screen, biochemical, uHTS, fluorescence dequenching (AID 1986). cell-free peptide binding, fluorescence dequenching, 30 min; higher % means a stronger effect. one-dose inhibition, % at 20 µM; IC50 in µM for titrated hits. 0.3% of 290,000 active; in the data active means inhibition mostly above about 52%, no sharp cut-off; inactive means mostly below about 76%; further: some results filed as inactive read as strong as hits
AID2073 = inhibitors of Mint1-CaV2.2 protein interaction, biochemical, HTRF (AID 2073); 0.19% of 290,000 active; HTRF protein-protein interaction, Mint1-CaV2.2; higher % means a stronger effect; inhibition, % at 20 µM, or IC50 in µM where a hit was titrated; in the data active means inhibition mostly above about 51%, no sharp cut-off; inconclusive means no clear call, values can overlap the other calls; inactive means mostly below about 53%; further: some results filed as inactive read as strong as hits
NS5 inhibitors = Dengue-2 NS5 methyltransferase inhibitors, primary screen, biochemical, confirmation dose response (AID 588689) | inhibition, % at 25 µM, or IC50 in µM where a hit was titrated | Dengue-2 NS5 methyltransferase capping enzyme assay, biochemical; higher % means a stronger effect | 0.3% of 340,000 active; in the data active means a potency from the dose series; inconclusive means inhibition above about 29% without an active follow-up result
HEK293 NOD2/NF-kB = NOD2 signaling inhibitors, cell-based, luminescence, uHTS, HEK293 (AID 1566); HEK293 NOD2/NF-kB luciferase reporter, luminescence; higher % means a stronger effect; inhibition, % at 4 µM; hits with a dose series show EC50 in µM; 0.63% of 290,000 active; further: many of its hits are not listed in these tables
KOR beta-arrestin-2 = KOR agonists, beta-arrestin recruitment, primary screen, cell-based, luminescence, uHTS (AID 1777) | KOR beta-arrestin recruitment, luminescence; higher % means a stronger effect | activation, % at 10 µM; hits with a dose series show EC50 in µM | 0.02% of 280,000 active; in the data active means activation above about 50%, passing the limit was not always enough; further: a part of the inactive calls stands beside numbers as strong as those of hits
NOD1 inhibition = NOD1 signaling inhibitors, primary screen, cell-based, luminescence, uHTS (AID 1578); NOD1-driven NF-kB luciferase reporter cells, luminescence; higher % means a stronger effect; inhibition, % at 4 µM; hits with a dose series show EC50 in µM; 1% of 290,000 active; in the data active means inhibition mostly above about 36%, no sharp cut-off; inactive means mostly below about 34%;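 further: HEK-293T reporter cells stimulated with the NOD1 agonist gamma-tri-DAP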
NS5 inhibitors pilot replicate = also measured in NS5 inhibitors; calls as there; inhibition, %; measured here: pilot screen replicate inhibition
Active calls of the source: *; i = inactive; ? = inconclusive; / = no result given; & = joins results of further samples; [ ] = dose if it differs, or a comment. Unless noted, no stated cut-off is given here; in the data, active means inhibition above about 50%; inactive means the rest. These rows are one share of the data; the hit share may differ from the screen's.

Sample of the layout:
SMILES	Yfh1-off respiration	KOR beta-arrestin-1	West Nile antiviral	HIV peptide binding	AID2073	NS5 inhibitors	HEK293 NOD2/NF-kB	KOR beta-arrestin-2	NOD1 inhibition	others
COC(CNc1ncnc2c1cnn2C)OC	i	22%	0.1%	-0.5%	3%	-5%	-27%	-1.1%	-1%
O=C1Nc2ccccc2C(O)(C(=O)NCc2ccco2)N1c1ccc(Cl)c(Cl)c1 (configuration not stated)	i	-43%	-0.3%	1.6%	-18%	0%	-5%	2.0%	13%

The list itself, previewed entries included:
SMILES	Yfh1-off respiration	KOR beta-arrestin-1	West Nile antiviral	HIV peptide binding	AID2073	NS5 inhibitors	HEK293 NOD2/NF-kB	KOR beta-arrestin-2	NOD1 inhibition	others
COC(CNc1ncnc2c1cnn2C)OC	i	22%	0.1%	-0.5%	3%	-5%	-27%	-1.1%	-1%
O=C1Nc2ccccc2C(O)(C(=O)NCc2ccco2)N1c1ccc(Cl)c(Cl)c1 (configuration not stated)	i	-43%	-0.3%	1.6%	-18%	0%	-5%	2.0%	13%
Cc1n[nH]c(C)c1C(=O)CC1(O)C(=O)N(Cc2ccccc2)c2ccc(Br)cc21 (configuration not stated)	i	13%	-0.5%	-1.0%	2%	-2%	8%	-8.3%	-7%	NS5 inhibitors pilot replicate=2.9
Fc1ccccc1-c1nc(NC2CCCC2)c2ccccc2n1	/	3%	-0.2%	0.1%	20%	-7%	19%	-1.9%	1%
CN(C(=O)CSc1ccncc1)C1CCCN(Cc2ccccc2F)C1 (configuration not stated)	/	-13%	-1.0%	0.0%	4%	0%	-1%	6.0%	-16%
CC(Sc1nnc(COc2ccc(Cl)cc2)n1Cc1ccccc1)C(=O)O (configuration not stated)	i	-10%	0.2%	4.1%	-3%	1%	-4%	11%	-33%
CCOC(=O)C1=C(CC)Nc2ccccc2N=C1NC(=O)Nc1ccccc1OC	i	16%	0.9%	-1.6%	3%	-6%	1%	-2.9%	-24%
COc1cccc(CC2(CO)CCN(Cc3ccc4cccc(F)c4n3)CC2)c1	i	0%	-0.7%	0.7%	1%	-1%	-2%	-1.8%	-40%
CCOc1ncccc1C(=O)OCc1cc(=O)oc2c(C)c(C)ccc12	i	-45%	-0.2%	4.2%	12%	2%	7%	40%	-4%
COc1cc(/C=N/n2c(-c3n[nH]c4c3CCC4)n[nH]c2=S)cc(OC)c1O	i	31%	0.3%	0.0%	40%	2%	-2%	3.7%	-13%
COC(=O)Cc1ccc(NC(=S)NCc2ccc(S(N)(=O)=O)cc2)cc1	/	-11%	0.1%	1.7%	-7%	-12%	1%	-3.4%	-10%
CCOc1ccc(C(C)(C)C)cc1S(=O)(=O)N1CC(C)OC(C)C1 (configuration not stated)	i	-12%	-0.4%	-3.5%	?	-3%	1%	0.7%	-18%
Nc1nc2cc3ccccc3cc2[nH]c1=O	/	-3%[20 µM]	-0.6%	1.0%	34%	2%	-2%	-1.9%	-14%
O=S(=O)(Nc1cccc(-c2nc3cccnc3s2)c1)c1ccc2c(c1)CCCC2	i	11%	-0.3%	1.0%	16%	-3%	18%	6.6%	-2%
O=C(CN1CCN(Cc2ccccc2)CC1)NC(c1ccccc1)c1ccccc1	i	8%	0.5%	0.3%	-6%	-5%	-14%	0.3%	-8%
COc1ccc(N2CCN(c3ncccc3C#N)CC2)cc1	i	15%	0.5%	-3.3%	5%	3%	-1%	-4.2%	-39%
CCOc1ccc(N(C)S(=O)(=O)c2ccc(-c3ccc(=O)[nH]n3)s2)cc1	/	0%	0.7%	2.7%	4%	-7%	4%	-0.6%	8%
Cn1c(SCc2nnc(-c3ccccc3)o2)nc2ccccc21	i	13%	0.8%	-3.4%	9%	0%	16%	-2.5%	-7%
Cc1cc2nc3n(c2cc1C)CC1CC(C(=O)NCCc2cccs2)N(C)C31 (configuration not stated)	i	-2%	-0.3%	0.3%	2%	-4%	18%	2.3%	6%
CC(C)OCCCNC1=C(Cl)C(=O)c2ccccc2C1=O	i	18%	0.9%	-2.6%	-14%	/	-12%	0.6%	2%
O=C(c1ccc(COc2ccccc2Cl)o1)N1CCN(Cc2ccc3c(c2)OCO3)CC1	i	7%&5%	0.1%&-1.1%	-2.8%&1.1%	5%&-3%	2%&-1%	3%&16%	11%&-3.0%	22%&-39%
Cc1ccsc1/C=N/NC(=O)CN1CCN(Cc2ccccc2)CC1	i	8%	-0.4%	3.7%	7%	4%	14%	1.2%	-13%
Cc1cccc(N2C(=O)C(O)=C(C(=O)c3cccs3)C2c2ccc(F)cc2)n1 (configuration not stated)	i	4%	1.5%	2.8%	7%	4%	23%	-2.6%	-28%
COc1ccc(/C=C/C(=O)NCCCN2CCCCCC2)cc1	/	20%	-0.6%	0.4%	0%	-5%	-2%	0.7%	-11%
Cc1ccccc1NC(=O)N1CCCC1C(=O)NCc1ccccc1 (configuration not stated)	/	8%	-0.9%	1.0%	2%	6%	-2%	-2.0%	-33%	NS5 inhibitors pilot replicate=1.8
CC1Cc2ccccc2N1C(=O)CSc1nc2ccccc2o1 (configuration not stated)	i	23%	-0.2%	-1.3%	1%	-5%	23%	-4.6%	-7%	NS5 inhibitors pilot replicate=-0.6
O=C(NCc1ccc2c(c1)OCO2)c1ccc2c(c1)C(=O)N(Cc1cccnc1)C2=O	i	7%	-0.2%	-1.3%	-5%	-5%	6%	-3.6%	-21%
CCOC(=O)N1CCN(C(=S)NC(=O)C23CC4CC(CC(C4)C2)C3)CC1	i	21%	-0.1%	-1.7%	-8%	/	9%	-6.6%	-14%
CCOC(=O)Nc1ccc2c(c1)N(C(=O)CN1CCN(C)CC1)c1ccccc1CC2	/	12%[20 µM]	0.1%	-0.5%	23%	6%	10%	1.8%	-39%
CC(=O)Nc1ccc(NC(=O)C(C)OC(=O)C2CC3C=CC2C3)cc1 (configuration not stated)	i	12%	-0.4%	-1.6%	4%	-7%	8%	-0.6%	-24%
O=C(NNC1=C(C(=O)C(F)(F)F)CCC1)c1cccc(Cl)c1	?	-13%	0.1%	17%	1%	5%	20%	1.4%	83%*
O=C(N/N=C/c1ccccc1)NC1CCCCC1	i	18%	0.1%	-1.4%	?	-3%	7%	-3.1%	-26%
COc1ccc(C(=O)N(C)C2CCCN(Cc3ccccc3F)C2)cc1OC (configuration not stated)	/	-10%	-1.1%	-0.3%	-8%	-1%	2%	2.4%	-18%	NS5 inhibitors pilot replicate=-0.9
CCOC(=O)c1[nH]c(COC(=O)C2CC(=O)N(Cc3ccccc3)C2)c(C(=O)OCC)c1C (configuration not stated)	i	-41%	0.4%	-3.3%	3%	-5%	10%	4.9%	11%
COc1ccccc1N1CCC(N2CCN(CC(C)(C)C)C(CCO)C2)CC1 (configuration not stated)	/	-11%	-0.9%	0.9%	18%	6%	-14%	7.8%	-11%
CC(=O)c1sc(NC(=O)c2ccccc2F)nc1-c1ccccc1	i	15%	-0.5%	-0.7%	-2%	-1%	-53%	-0.9%	-46%
O=C(Nc1oc2ccccc2c(=O)c1-c1ccc(Cl)cc1)c1ccco1	/	-16%	1.4%	1.7%	1%	2%	9%	-2.0%	-10%
Cc1cc(C)nc(SC2CCCCC2NS(=O)(=O)c2ccccc2)n1 (configuration not stated)	i	-11%	-0.8%	1.6%	0%	-6%	1%	4.1%	-22%
COc1ccccc1C(=O)COC(=O)c1cccc(S(=O)(=O)N2CCCC2)c1	/	8%	-0.2%	0.3%	4%	-5%	7%	0.1%	-23%
Cc1ccc(OCC(=O)NNC(=O)CCC(=O)Nc2ccc(C)cc2C)cc1	/	-35%	/	-1.8%	17%	2%	-6%	5.2%	-4%
Cn1c(CNC(=O)C(Cc2ccccc2)NC(=O)c2cccc(F)c2)cc(=O)n(C)c1=O (configuration not stated)	/	-25%	0.6%	-0.5%	-2%	-6%	16%	2.0%	-5%
O=C1ON=C(c2cccc([N+](=O)[O-])c2)/C1=C/c1ccc(O)cc1	i	10%	-0.4%	20%	11%	51%	3%	-0.8%	-34%
CCCCC(CCCC)=N/N=C/c1c(O)n(CC)c2cc(C3=NNC(=O)CC3)ccc12	i	-35%	0.9%	-1.1%	8%	-23%	9%	4.9%	-50%
COc1cc(CC(=O)Nc2nccs2)cc(OC)c1OC	i	-23%	-0.9%	-0.7%	1%	-6%	-10%	8.5%	-9%	NS5 inhibitors pilot replicate=-0.5
OCCNc1nc2ccccc2nc1NCCO	i	31%	0.4%	-2.2%	13%	15%	12%	2.4%	-1%
CCOC(=O)N1CCc2c(sc3ncn(C)c(=O)c23)C1	i	-24%	-0.3%	-2.6%	-4%	7%	-19%	2.6%	3%
Cc1ccc(NC(=O)OCCN2CCN(S(=O)(=O)c3ccc(C)cc3)CCC2=O)cc1	i	7%	-1.2%	-0.9%	19%	6%	9%	-1.1%	-24%
O=C(O)c1cccc(CSc2nc(-c3ccc(Cl)cc3)cc(C(F)(F)F)n2)c1	i	-28%	1.0%	-1.5%	23%	17%	-1%	1.9%	-12%
Cc1ccc(S(=O)(=O)N(C)C)cc1NC(=S)NC12CC3CC(CC(C3)C1)C2	i	-19%	-0.8%	2.2%	4%	-3%	5%	0.3%	0%
O=C(Nc1ccc(O)cc1)c1ccc(NC(=O)c2ccco2)cc1	/	-17%	1.3%	-0.4%	-4%	-5%	-42%	4.0%	-28%
CCCCc1cc(=O)oc2cc(C)cc(OCC(=O)NCc3ccccn3)c12	/	-17%	-0.2%	1.0%	15%	-7%	11%	-2.8%	-27%
CS(=O)(=O)N1CCC(C(=O)N2CCN(Cc3ccccc3)CC2)CC1	i	-32%	0.1%	0.0%	36%	/	21%	4.2%	3%
CCNC(=S)N1CCN(c2ccc([N+](=O)[O-])cc2)CC1	i	12%	-0.1%	-1.1%	-34%	2%	8%	10%	16%
Cn1ncc2c(NCc3ccccc3)nc(NCCCO)nc21	/	-24%	-1.0%	0.3%	9%	-6%	16%	-1.8%	-18%
Cc1cc(C)nc(N2CCC(C(=O)NNC(=O)Cc3ccccc3)CC2)n1	i	24%	0.8%	-0.4%	-12%	-18%	1%	0.1%	-4%
O=C(N/N=C/c1ccncc1)c1cc2c(ccc3ccccc32)o1	/	-26%	/	0.6%	25%	9%	1%	4.9%	-35%
CC1=CC(=O)N(c2ccn(C)n2)C1=O	i	-18%	-0.4%	0.8%	27%	0%	11%	0.2%	-7%
Cc1snc(S(=O)(=O)Cc2ccccc2Cl)c1C#N	i	14%	-0.5%	5.4%	10%	-9%	12%	-2.2%	4%	NS5 inhibitors pilot replicate=-5.8
O=C(CSc1nnc(NC(=O)c2ccccc2F)s1)NC1CCCC1	/	-44%	-0.7%	-0.2%	5%	-8%	-16%	3.6%	-28%

Two entries picked at random from those above:
SMILES	Yfh1-off respiration	KOR beta-arrestin-1	West Nile antiviral	HIV peptide binding	AID2073	NS5 inhibitors	HEK293 NOD2/NF-kB	KOR beta-arrestin-2	NOD1 inhibition	others
CCCCc1cc(=O)oc2cc(C)cc(OCC(=O)NCc3ccccn3)c12	/	-17%	-0.2%	1.0%	15%	-7%	11%	-2.8%	-27%
Cc1snc(S(=O)(=O)Cc2ccccc2Cl)c1C#N	i	14%	-0.5%	5.4%	10%	-9%	12%	-2.2%	4%	NS5 inhibitors pilot replicate=-5.8

Screens as filed in PubChem.
